From PubChem BioAssay
POLK inh – DNA polymerase kappa (human) inhibition; AID 588579; 400,000 compounds, 0.53% hits; purified Pol kappa, fluorescent DNA synthesis assay, 10 min; Potency, µM (highest dose often 107 µM), for inactives: top-dose activity, negative = inhibition, most hits filed as inhibitors; note: potency is the fitted concentration of half-maximal effect; % is set by controls: 0 for no effect and ±100 for the full control effect
Target sequence (Q9UBT6 whole entry, looked up): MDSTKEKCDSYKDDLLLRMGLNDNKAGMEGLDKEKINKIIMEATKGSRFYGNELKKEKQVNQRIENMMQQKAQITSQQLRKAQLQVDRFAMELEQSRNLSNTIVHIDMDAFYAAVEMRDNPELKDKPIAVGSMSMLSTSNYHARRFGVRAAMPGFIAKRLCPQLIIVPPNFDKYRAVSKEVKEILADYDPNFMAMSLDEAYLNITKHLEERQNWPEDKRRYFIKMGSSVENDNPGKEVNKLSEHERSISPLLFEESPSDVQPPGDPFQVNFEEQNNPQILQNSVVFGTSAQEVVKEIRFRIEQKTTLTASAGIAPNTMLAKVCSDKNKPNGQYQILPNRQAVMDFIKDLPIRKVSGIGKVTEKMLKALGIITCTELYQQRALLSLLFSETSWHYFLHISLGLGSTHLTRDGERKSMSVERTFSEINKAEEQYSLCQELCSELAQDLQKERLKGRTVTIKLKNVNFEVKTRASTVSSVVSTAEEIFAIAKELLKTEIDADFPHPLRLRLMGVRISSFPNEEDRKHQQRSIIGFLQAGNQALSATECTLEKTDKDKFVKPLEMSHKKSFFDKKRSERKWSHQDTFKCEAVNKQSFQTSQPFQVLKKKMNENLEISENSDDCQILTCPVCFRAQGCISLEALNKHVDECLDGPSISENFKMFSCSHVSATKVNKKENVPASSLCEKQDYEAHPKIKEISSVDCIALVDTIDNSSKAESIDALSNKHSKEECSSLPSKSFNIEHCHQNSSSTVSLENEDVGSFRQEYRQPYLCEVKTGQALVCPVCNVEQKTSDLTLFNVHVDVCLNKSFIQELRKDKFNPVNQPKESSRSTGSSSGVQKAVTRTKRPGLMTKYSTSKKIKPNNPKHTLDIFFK
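Kinetic fluorescence screen: compound preincubated 15 min RT with 10 nM enzyme; 50 nM substrate (final) initiates; reads at 0/10 min.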
PGK inhibitor – inhibitors of T. brucei phosphoglycerate kinase. P07378. PGK/GAPDH coupled, Kinase-Glo luminescence, 60 min. Potency, µM (top dose mostly 57.5 µM), without a hit: at the highest dose activity change, negative = inhibition, usual class: inhibitors. 380,000 compounds, 0.043% hits. AID 602233; note: potency is the fitted concentration of half-maximal effect; % is set by controls: 0 for no effect and ±100 for the full control effect; nearly all actives have a fitted effect of over 60% in size
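Luminescent ATP detection (Kinase-Glo Plus) follows a 60-minute room-temperature incubation, with wells lacking PGK as controls. Buffer: 100 mM TEA (pH 7.6), 5 mM MgCl2, 0.01% Tween-20. Coupling enzyme GAPDH (100 nM final) supplies unstable 1,3-BPG in-well.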
RXFP1 antag – RXFP1 (human) relaxin receptor antagonism; Q9HBX9; HEK293-RXFP1, relaxin-stimulated cAMP HTRF, 30 min; active compounds read low; activity change, negative = inhibition, % at 57.5 µM; 350,000 compounds, 0.59% hits; AID 1259400;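 active = activity change of -60% or lower, but not beyond a set lower limit; inconclusive = change between -60% and -40%, or beyond the set limit; inactive = change above -40%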; note: % is set by controls: 0 for no effect and ±100 for the full control effect
BLM helicase inh – blocks DNA unwinding by human BLM helicase; P54132; recombinant BLM DNA unwinding, fluorescence dequenching; Potency, µM (doses to about 56.1 µM), for the others: top-dose activity change, negative = inhibition, actives largely listed as inhibitors; 350,000 compounds, 0.2% hits;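 note: potency is the fitted concentration of half-maximal effect; plate controls were vehicle for no effect and no enzyme for full effect; nearly all actives have a fitted effect of over 35% in size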
Pol eta inh – inhibitors of human DNA polymerase eta | Q9Y253 | recombinant Pol eta, fluorescent DNA replication assay | Potency, µM (doses to about 114 µM), for inactives: top-dose activity change, negative = inhibition, hits mostly inhibitors | 390,000 compounds, 1.2% hits | AID 588591; note: potency is the fitted concentration of half-maximal effect; % is set by controls: 0 for no effect and ±100 for the full control effect
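Pol eta at 10 nM preincubated with compounds 15 min at room temperature; reaction started with fluorescent substrate (50 nM final) and read kinetically at 0 and 10 min.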
Pol iota inh – inhibitors of human DNA polymerase iota | Potency, µM (highest dose often 115 µM), for the others: at the highest dose activity, negative = inhibition, hits mostly inhibitors | Q9UNA4 | Pol iota fluorescent replication assay, 10 min | 390,000 compounds, 1% hits; note: potency is the fitted concentration of half-maximal effect
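Pol iota at 10 nM preincubated 15 min with compounds at room temperature; reaction started with fluorescent substrate, 50 nM final. Fluorescence read kinetically at 0 and 10 min; buffer-only wells as negative control.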
APEX1 inh – APE1 (human) endonuclease inhibition | Potency, µM (series often up to 65.8 µM), inactives show at the highest dose activity change, negative = inhibition, usual class: inhibitors | 350,000 compounds, 0.35% hits | recombinant APE1, TAMRA/BHQ-2 abasic DNA cleavage fluorescence;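 note: potency is the fitted concentration of half-maximal effect; plate controls were vehicle for no effect and reference inhibitor for full effect; nearly all actives have a fitted effect of over 55% in size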
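Enzyme (0.75 nM final) and test compound are incubated 15 min at room temperature before adding 50 nM quenched THF abasic-site duplex. Cleavage dequenches TAMRA, followed at 525/598 nm over three reads one minute apart.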
Apoferritin bind – binds horse apoferritin like a general anesthetic | apoferritin/1-aminoanthracene competitive binding, fluorescence | Potency, µM (series often up to 77.5 µM), for inactives: at the top dose activity change, negative = displacement, most hits filed as inhibitors | P02791 | 350,000 compounds, 0.074% hits; note: potency is the fitted concentration of half-maximal effect; % is set by controls: 0 for no effect and ±100 for the full control effect; nearly all actives have a fitted effect of over 20% in size
Target sequence (P02791 2-175 limits assumed): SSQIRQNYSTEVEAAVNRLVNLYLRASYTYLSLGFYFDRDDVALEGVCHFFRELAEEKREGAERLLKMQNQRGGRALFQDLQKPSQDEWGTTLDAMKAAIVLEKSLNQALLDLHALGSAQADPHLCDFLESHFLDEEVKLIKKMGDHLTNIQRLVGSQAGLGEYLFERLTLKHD
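10 uM apoferritin + 50% sat. 1-AMA, PBS; cpd 10 min RT; Ex380/Em535 endpoint; normalized to free probe vs complex; 4-param Hill fit; propofol titration as pos. ctrl.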
Pol beta inh – blocks human DNA polymerase beta activity | P06746 | Pol beta primer extension/strand displacement, fluorescence kinetic | Potency, µM (titrated, usually from 114 µM), without a hit: at the highest dose activity change, negative = inhibition, most hits filed as inhibitors | 340,000 compounds, 1.3% hits; note: potency is the fitted concentration of half-maximal effect; % is set by controls: 0 for no effect and ±100 for the full control effect
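Homogeneous kinetic assay of primer extension and strand displacement by 10 nM Pol beta, preincubated 15 min at room temperature with compound before 50 nM substrate (final) was added. Read at 0 and 10 min; four-parameter Hill fit.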
* hit, by the source's call; i = inactive; ? = inconclusive; . = no result given; [ ] = another dose, or the depositor's remark. Unless noted, calls come from the whole dose curve; as a rule, active = well fitted curve in the direction sought with a large enough effect; inconclusive = small, poorly fitted or top-dose-only effect, or another doubt; inactive = no such curve, though single readings can be large; an effect the other way counts as inactive or inconclusive.

SMILES	POLK inh	PGK inhibitor	RXFP1 antag	BLM helicase inh	Pol eta inh	Pol iota inh	APEX1 inh	Apoferritin bind	Pol beta inh
Cn1c(C(=O)N2CCN(c3nc4ccccc4s3)CC2)cc2sccc21	-4%	0%	-7	-3%	3%	14%	12%	5%	-2%
CC1CN(S(=O)(=O)c2cccc(C(=O)OCc3cc(=O)oc4cc(O)ccc34)c2)CC(C)O1 (stereo not given)	?	0%	-4	-6%	?	?	-9%	-10%	?
CCOC(=O)c1[nH]cnc1C(=O)O	-5%	-6%	-3	2%	-15%	-11%	2%	2%	-19%
COCCNC(=O)c1cn(C)c(=O)c2cc(OC)c(OC)cc12	-3%	i	14	-6%	7%	21%	-6%	-18%	30%
CCOc1ccc(NC(=O)CN2CCN(S(=O)(=O)c3ccc(Cl)cc3)CC2)cc1	-9%	-4%	-2	-6%	-21%	-7%	2%	-9%	39%
CCOc1cc(C(=O)NCc2ccc3c(c2)OCO3)cc(OCC)c1OCC	-14%	1%	-2	0%	-11%	-18%	-1%	-11%	33%
COc1ccccc1OCCNC(=O)c1cccc(S(=O)(=O)N2CCN(Cc3ccccc3)CC2)c1	-1%	-6%	-12	.	-17%	0%	-1%	.	.
Cc1nc(N=Nc2cc(S(=O)(=O)O)c3cc([N+](=O)[O-])cc(S(=O)(=O)O)c3c2)c(COP(=O)(O)O)c(C=O)c1O	9.5µM*	.	.	72%[activator]	0.63µM*	5µM*	2.5µM*	-15%	2.8µM*
O=C1c2cccc3cccc(c23)C(=O)N1CCN1CCN(CC(O)COc2ccccc2)CC1 (stereo not given)	-2%	i	-8	126%[activator]	-15%	16%	-3%	-9%	-3%
O=C(O)c1c(CNCc2cccc(F)c2)c2ccccc2n1Cc1ccccc1	-12%[60.1 µM]	i	-8	0%	0%	-16%	.	-21%	?
O=C1N/C(=N/NC(=O)c2cccc3ccccc23)S/C1=C\c1ccccc1OCc1ccccc1	50µM*	-2%	?	-26%	22µM*	28µM*	10%	-16%	50µM*
O=C(NC1CC1)c1cc(Cl)ccc1[N+](=O)[O-]	3%	-7%	14	1%	-2%	3%	3%	-16%	6%
c1ccc(N2CCN(c3nc4cc5c(cc4s3)OCCO5)CC2)cc1	8%	10%	1	-1%	-10%	18%	1%	2%	-3%
O=C(CSc1nc2cc3c(cc2c(=O)n1CCC1=CCCCC1)OCO3)NCc1ccco1	-8%	6%	-7	-2%	?	5%	0%	-13%	-16%
O=C(NCCn1c(C(F)(F)F)nc2cc(C(F)(F)F)ccc21)[C@H]1CCCN1c1nc(CN2CCCCC2)cs1	-18%	i	.	-3%	-6%	-7%	45%[activator]	-16%	-7%
COc1cccc(-c2nc(-c3ccccc3)[nH]c(=O)c2C#N)c1	-10%	-5%	-8	-2%	-1%	7%	0%	-6%	-1%
OCC1(CCOc2ccccc2)CCN(CC2=Cc3cc(Cl)ccc3OC2)CC1	-20%	-5%	-18	-12%	-12%	16%	-1%	-15%	-25%
O=[N+]([O-])c1cc2c(c(CSc3nnnn3-c3ccc(O)cc3)c1)OCOC2	-19%	7%	-16	-9%	-20%	99%[activator]	-5%	-3%	?
CN(C(=O)COC(=O)c1cc2ccccc2cc1O)c1c(N)n(Cc2ccccc2)c(=O)[nH]c1=O	-5%	4%	-3	.	3%	40%[activator]	-2%	.	.
CCc1cccc(C)c1NC(=O)CCCN1C(=O)C(c2ccccc2)Oc2cccnc21 (stereo not given)	-9%	i	.	-1%	-13%	22%	.	-3%	-8%
CC1C/C(=N/NC(=O)c2cccs2)CC(C)(C)C1 (stereo not given)	-17%	i	11	-5%	-6%	0%	4%	-21%	2%
CC(C)(C)C(=O)CC1(O)C(=O)N(Cc2ccc(Cl)cc2)c2ccccc21 (stereo not given)	-21%	0%	1	-7%	-10%	3%	-2%	?	12%
CC(=O)N1CCc2cc(CNC(=O)c3ccccc3Br)ccc21	1%[60.1 µM]	i	-14	0%	-23%	26%	.	-6%	8%
Cc1ccc(-c2csc3ncnc(-n4nc(C)cc4N)c23)cc1	-3%	-4%	-9	-6%	-19%	3%	-10%	-17%	9%
CCOC(=O)C1CCN(C(=O)c2ccccc2NC(C)=O)CC1	6%	-2%	-5	1%	-4%	12%	-4%	-4%	11%
C/C(=N/NC(=O)CN1CCN(Cc2ccccc2)CC1)c1ccc([N+](=O)[O-])cc1	-3%	-5%	-1	1%	-20%	64%[activator]	1%	-1%	3%
Cc1c(C(=O)OC(C)C)nnn1-c1nonc1N	-2%	7%	9	1%	1%	14%	13%	16%	-2%
CCOC(=O)n1cnc2nc(N)nc(SC)c21	0%	-4%	1	.	-10%	-1%	.	.	.
CSc1ccc(CN(C)C(=O)CNC(=O)CNS(=O)(=O)c2ccc(C)c(C)c2)cc1	-11%	-2%	7	-5%	-5%	10%	7%	-14%	-1%
Fc1ccc2cnc(C3=CCCCC3)cc2c1	9%	-8%	.	.	-4%	7%	-15%	.	.
COc1ccc(OCCOC(=O)C(C)NS(=O)(=O)c2ccc(NC(C)=O)cc2)cc1 (stereo not given)	-7%	-4%	3	.	-1%	-8%	-5%	.	.
CC(C)C(=O)N1CCN(c2ccccc2NC(=O)c2cccc3ccccc23)CC1	-10%	5%	9	-7%	-3%	-3%	29%	?	-7%
CCOc1ccc(N2CC(C(=O)Nc3ccc(OC)c(S(=O)(=O)N4CCCCC4)c3)CC2=O)cc1 (stereo not given)	-19%	-10%	2	-2%	-6%	113%[activator]	-6%	-9%	-24%
NC(=O)N/N=C/c1ccccc1OCC(=O)NCc1ccccc1	-12%	0%	0	-11%	-7%	19%	-4%	-4%	41%
CC(C)c1cnc2c(c1SCC(=O)Nc1cccc(F)c1)c(=O)n(C)c(=O)n2C	-6%[60.1 µM]	-8%	-18	-2%	-5%	16%	.	?	6%
COC(=O)c1c(C)[nH]c(C(C)=O)c1C	-12%	-3%	-10	-2%	-7%	-8%	7%	-10%	15%
CCOCCCn1c(=S)[nH]c2cc(C(=O)N3CCN(c4ccccc4)CC3)ccc2c1=O	-1%	1%	-39	-2%	-18%	54%[activator]	16%	-7%	12%
COc1cccc(OC)c1C(=O)Oc1ccc2c(c1)O/C(=C\c1ccncc1)C2=O	-18%	-1%	2	-6%	-12%	1%	5%	6%	7%
COc1ccc(CNC(=O)c2cnc3sc4cc(OC)ccc4n3c2=O)cc1	3%	0%	-21	-2%	-9%	-6%	.	8%	3%
COc1ccccc1NC(=O)c1ccc(S(=O)(=O)N2CCCC2)cc1	-13%	-1%	.	-5%	-7%	7%	-2%	-18%	13%

Arranged by molar mass (smallest number first): part of the list above.
SMILES	POLK inh	PGK inhibitor	RXFP1 antag	BLM helicase inh	Pol eta inh	Pol iota inh	APEX1 inh	Apoferritin bind	Pol beta inh
Cn1c(C(=O)N2CCN(c3nc4ccccc4s3)CC2)cc2sccc21	-4%	0%	-7	-3%	3%	14%	12%	5%	-2%
CCOc1cc(C(=O)NCc2ccc3c(c2)OCO3)cc(OCC)c1OCC	-14%	1%	-2	0%	-11%	-18%	-1%	-11%	33%
C/C(=N/NC(=O)CN1CCN(Cc2ccccc2)CC1)c1ccc([N+](=O)[O-])cc1	-3%	-5%	-1	1%	-20%	64%[activator]	1%	-1%	3%

Continuation.
SMILES	POLK inh	PGK inhibitor	RXFP1 antag	BLM helicase inh	Pol eta inh	Pol iota inh	APEX1 inh	Apoferritin bind	Pol beta inh
CCc1[nH]nc2c1C(c1ccc(Br)s1)C(C#N)=C(N)O2 (stereo not given)	-1%	i	0	-10%	5%	-7%	-1%	7%	-18%
Cc1ccccc1NCN1C(=O)C2CCC(C)(C1=O)C2(C)C (stereo not given)	-11%	-3%	23	-5%	-2%	-2%	-2%	-12%	13%
CCOc1ccc(-c2cc(C(=O)NCCc3ccc(OC)c(OC)c3)[nH]n2)cc1	-18%	-2%	-17	-4%	-12%	-24%	.	-15%	-12%
COc1cccc(/C=C2/SC(=S)N(CC(=O)Nc3nnc(C)s3)C2=O)c1	-7%	-9%	-9	1%	-1%	?	2%	-3%	4%
O=C(Oc1ccc(Cl)cc1)N1CCCCC1	5%	-7%	-4	-8%	-8%	51%[activator]	-2%	-7%	24%
C=C(C)CNC(=S)NNC(=O)c1ccncc1	-1%	-3%	8	0%	-6%	-15%	0%	-4%	34%
COc1cccc(C(=O)OCCN(C)C(C)(C)C)c1	.	.	.	1%	.	.	1%	3%	28%
Cc1ccccc1C(=O)N1CCC(C(=O)Nc2ccccc2Cl)CC1	-17%	3%	-14	-8%	-17%	13%	3%	-11%	24%
CSc1ncc(Cl)c(C(=O)N(Cc2ccc(C(C)C)cc2)C2CCS(=O)(=O)C2)n1 (stereo not given)	0%	6%	.	-2%	-13%	6%	.	-2%	?
CN(C(=S)Nc1ccc(F)cc1)C(c1ccccc1)c1ccccc1	-7%	8%	?	-10%	-6%	30%[activator]	18%	-8%	0%
COc1cccc(-c2sc3ccccc3c2-c2ccc(OCCN(C)C)cc2)c1	1%	-5%	.	.	-21%	44%[activator]	3%	.	.
O=C(NCCN1CCOCC1)C1(C(F)(F)F)CC(CCCO)CCCO1 (stereo not given)	-6%	.	.	-2%	.	17%	1%	1%	.
CN(CC(=O)Nc1ccccc1Cl)C(=O)c1ccccc1Sc1ccccc1C#N	-1%	i	-5	.	-11%	-6%	35%	.	.
N#Cc1ccccc1CSc1nnc(Cc2ccccc2)o1	-5%	-10%	1	-7%	-5%	27%	-5%	-21%	11%
CCOc1ccc(CCNC(=O)CCNS(=O)(=O)c2ccc(Br)cc2)cc1OCC	1%	-8%	7	-2%	-18%	29%	14%	-8%	4%
NNS(=O)(=O)c1ccc(N2CCCC2=O)c([N+](=O)[O-])c1	-8%	4%	5	0%	-5%	-2%	4%	-11%	5%
Cc1ccc(N(CC(=O)Nc2c(C)n(C)n(-c3ccccc3)c2=O)S(C)(=O)=O)c(C)c1	-13%	2%	0	1%	-15%	4%	?	-3%	-2%

A portion of the library; the hit share may differ from the screen's.
